Assay outcomes from PubChem.
Dynein transport: blocks dynein driven cargo transport along microtubules; 220,000 tested, 0.47% active; 3617.4 mouse cells, GR-EGFP nuclear translocation imaging; test concentration mostly 20 µM; stimulated with dexamethasone, 1 µM; hits give low values; z-score, hits read low;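 active = plate z-score of nuclear minus cytoplasmic receptor signal below a set negative limit, without overly bright fluorescence or cell loss, cut at about -3.5 in these data, passing the limit was not always enough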;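 also: z-score of nuclear minus cytoplasmic ring GR-EGFP intensity difference per well; some compounds called inactive have numbers as strong as hits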
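medium = tetracycline-free induction medium containing charcoal-stripped FBS | also added = 1.0 µM final dexamethasone stimulus | schedule = 48 h induction, 1 h compound, 30 min dex at 37 °C | technique = fixed, Hoechst-stained cells imaged at 10x for EGFP | measure = GR-EGFP nuclear translocation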
MT stabilize HCS: stabilizes microtubules in HeLa cells; AID 2205; HeLa tubulin immunostaining HCS, 24 h; share of cells brighter than vehicle mean+2SD; 200,000 tested, 0.83% active; % tubulin-high responders, % at 10 µM;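 active = plate Z-score above 3 for both tubulin-high and condensed-nucleus cell shares, with cell loss under 80%, at 10 µM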;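 also: anti alpha tubulin signal scored within the nucleus-defined area of each cell; some results filed as inactive read as strong as hits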
XIAP displacement: small molecules displacing peptide from XIAP – biochemical, IAP family, fluorescence polarization (AID 1018). displacement, % at 20 µM, or IC50 in µM where a hit was titrated. XIAP BIR domain, fluorescence polarization peptide displacement; higher % means a stronger effect. 200,000 tested, 0.007% active; in the data active = displacement above about 50%; also: a part of the inactive calls stands beside numbers as strong as those of hits
Autophagy HCS: alters autophagy in cells. calls only at 10 µM (by protocol). 190,000 tested, 0.98% active. AID 463193. MEF GFP-LC3 puncta imaging; test concentration mostly 10 µM;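 active = percentage of spot-positive cells more than 3 SD above its plate mean, without a fluorescence outlier flag or 80% toxicity; inconclusive = no clear call, values can overlap the other calls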;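 also: spot-positive cell cutoff set from DMSO-treated cells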
b-catenin transl: beta-catenin nuclear translocation modulation | HeLa beta-catenin nuclear translocation, immunofluorescence imaging | nuclear translocation activity, % at 5 µM | 190,000 tested, 0.3% active;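 active = nuclear translocation activity above 50% at 5 µM, with a well cell count of 50 or more; inconclusive = wells under 50 cells across six images, flagged as toxic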;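 also: per-cell ratio of nuclear to cytoplasmic median beta-catenin stain intensity; plate controls were DMSO negative control for no effect and GSK-3 inhibitor IX positive control for full effect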
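test system = HeLa cells, endogenous beta-catenin | dosing = single 5 µM dose plus 0.02–20 µM confirmation series | times = compound treatment 24 h, 37°C, 5% CO2 | technique = beta-catenin immunofluorescence imaging with DAPI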
Hep lipid drop: hepatic lipid droplet formation modulation | 240,000 tested, 0.4% active | AML12 mouse hepatocytes, oleate lipid droplets, BODIPY imaging | inhibition, % at 6.5 µM | AID 1656;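 active = lipid droplet intensity inhibited by at least 50%, with more than 500 cells counted; inconclusive = wells with under 300 cells, treated as cytotoxic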
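material = mouse AML12 hepatocyte cell line, fixed after treatment | also added = 100 µM oleic acid challenge | doses = compound at 6.5 µM only | schedule = overnight exposure | technique = Image-based BODIPY and DAPI two-channel analysis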
WT yeast gro inh: growth inhibition of WT yeast, mitochondrial fusion screen. mitochondrial fusion phenotypic screen, WT strain. inhibition, % at 10 µM. 190,000 tested, 2.1% active. AID 1362; in the data active = inhibition above about 58%; tested in S. cerevisiae
CSM14.1 death rescue: protection against thapsigargin-triggered cell killing – 384-well, CSM14.1, ATP luminescence, primary screen (AID 1222). CSM14.1 thapsigargin-induced death rescue, ATP luminescence; higher % means a stronger effect. cellular ATP content (survival), % at 20 µM; hits with a dose series show EC50 in µM. 190,000 tested, under 10 active;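 active = EC50 below 50 µM in the dose-response confirmation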;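 also: death triggered by thapsigargin at about 15 µM added after 2 h compound pretreatment; cell ATP read after overnight thapsigargin exposure of roughly 18 to 22 hours; normalized against plate controls of thapsigargin alone and 5% DMSO vehicle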
Insulin prom up: MIN6 insulin promoter up-regulation; z-score at 5 µM; AID 1625; 190,000 tested, 0.3% active; MIN6 insulin promoter-GFP reporter, high-content imaging; hits give high values;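 active = z-score above 3 at 5 µM with at least 500 cells counted in the well; inconclusive = wells under 500 cells, flagged as cytotoxic or low count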
WT yeast gro inh mutant strain: recorded beside WT yeast gro inh, whose call it bears; inhibition, %; mitochondrial fusion phenotypic screen, mutant strain inhibition
Dynein transport cytoplasmic EGFP: recorded beside Dynein transport, whose call it bears; z-score; measured here: cytoplasmic GR-EGFP intensity; hits give high values
Dynein transport nuclear GR-EGFP: also measured in Dynein transport; calls as there; z-score; measured here: nuclear GR-EGFP intensity;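 lower value marks the stronger effect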
Dynein transport cell count: second read-out of Dynein transport, no call of its own (marks repeat the call); z-score; measured here: cell count per field
Insulin prom up cell count: further read-out of Insulin prom up, marked with its call; cell count; measured here: cytotoxicity, nuclei count;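 total cells summed across four imaged fields per well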
Hep lipid drop cells 6.5 µM: second read-out of Hep lipid drop, no call of its own (marks repeat the call); cell count; measured here: cell count, cytotoxicity flag;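 cells counted across two imaged fields per well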
b-catenin transl cell count 5 µM: further read-out of b-catenin transl, marked with its call; cell count; measured here: cell count, cytotoxicity flag
MT stabilize HCS Hoechst-high %: recorded beside MT stabilize HCS, whose call it bears; % Hoechst-high responders; measured here: nuclear condensation Hoechst responders;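 share of cells brighter than vehicle mean plus two SD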
MT stabilize HCS cytotoxicity %: further read-out of MT stabilize HCS, marked with its call; toxicity, %; measured here: cytotoxicity by cell density;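 0% = mean cell density of plate MIN control wells and 100% = no cells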
Autophagy HCS cell loss 18 h: also measured in Autophagy HCS; calls as there; toxicity, %; measured here: cell loss, nuclei count;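 cell loss after 18 h compound exposure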
* hit, by the source's call; i = inactive; ? = inconclusive; / = not tested or not shown.

smiles | Dynein transport | Dynein transport cytoplasmic EGFP | Dynein transport nuclear GR-EGFP | Dynein transport cell count | MT stabilize HCS | MT stabilize HCS Hoechst-high % | MT stabilize HCS cytotoxicity % | XIAP displacement | Autophagy HCS | Autophagy HCS cell loss 18 h | b-catenin transl | b-catenin transl cell count 5 µM | Hep lipid drop | Hep lipid drop cells 6.5 µM | WT yeast gro inh | WT yeast gro inh mutant strain | CSM14.1 death rescue | Insulin prom up | Insulin prom up cell count
COCCCNC(=O)CC1C(=O)N(Cc2ccccc2)C(C)c2nc3ccccc3n21 (stereo not drawn) | 1 | -0.38 | 0.045 | -0.55 | 2.2 | 2.5 | 6.9 | -3.4% | i | -6 | -1.8 | 1066 | 16 | 701 | -1 | -4 | -0.9% | -0.53 | 1261
CCOC(=O)c1ccc(COC(=O)c2cc3ccccc3oc2=O)o1 | 0.18 | -0.25 | 0.17 | -0.44 | 2.6 | 1.7 | 4.5 | -7.3% | i | -5 | / | / | 7 | 712 | -6 | -10 | / | / | /
CCOC(=O)C1CCN(C(=O)c2ccccc2NC(=O)c2ccc(Cl)cc2)CC1 | 0.48 | -0.2 | 0.33 | -0.67 | 2.3 | 1.9 | 11 | -2.3% | i | 6 | / | / | -18 | 679 | 5 | -1 | -1.2% | -0.24 | 1277
O=C(O)c1ccc2c(c1)C(=O)N(c1ccccc1-c1ccccc1)C2=O | -0.016 | -0.29 | 0.3 | 1 | 6.9 | 2.6 | 9.2 | -9.0% | i | 27 | 1.3 | 858 | 18 | 724 | -20 | -3 | -0.6% | 1.9 | 1595
COc1ccccc1NC(=O)CSc1nnc(C)n1Cc1ccccc1 | -0.51 | -0.22 | -0.25 | 0.76 | 1.8 | 1.5 | 4.1 | -3.0% | i | -5 | -2.6 | 855 | / | / | -3 | -6 | 0.7% | 1.9 | 1082
S=C(NCCCn1ccnc1)Nc1ccc(Cl)cc1Cl | 1.1 | -0.14 | 0.77 | -0.69 | 3.7 | 1.3 | 7.8 | 0.4% | i | -7 | -2.8 | 1071 | -4 | 690 | 0 | 6 | -1.0% | 0.41 | 1483
Cc1cccc(N2CCN(C(=O)c3ccc4c(c3)OCCO4)CC2)c1C | -1.2 | -0.19 | -0.69 | 1.5 | 11 | 3.2 | 34 | -7.2% | i | -3 | 20 | 714 | -9 | 698 | 39 | -6 | -1.1% | 0.04 | 1559
CN1C(=O)c2ccccc2Sc2ccc(NC(=O)N3CCCC3)cc21 | 0.7 | -0.28 | 0.44 | -0.47 | 5.0 | 4.0 | 7.6 | -3.2% | i | 12 | 0.8 | 1323 | / | / | 79* | 32* | 5.1% | 0.22 | 1566
CCCOc1c(Br)cc(C(=O)NCC)cc1OC | 1.3 | -0.16 | 1.2 | -0.41 | 3.2 | 1.9 | 4.1 | -5.4% | i | -4 | / | / | 11 | 711 | 3 | -23 | -1.9% | -0.23 | 1089
O=C(NCc1ccccc1)Nc1cccn(Cc2ccccc2F)c1=O | 0.47 | -0.22 | 0.34 | 0.6 | 2.3 | 1.5 | 6.3 | -4.6% | i | 1 | -1.3 | 881 | -3 | 698 | -3 | 2 | -1.7% | 0.5 | 1389
N#C/C(=C\c1ccc([N+](=O)[O-])o1)c1nc2ccccc2[nH]1 | 11 | 26 | 14 | -0.7 | 15 | 1.7 | 4.2 | -0.1% | i | -14 | 29 | 1045 | 0 | 592 | 95 | 96 | -5.6% | ? | /
CCC(=O)c1ccc(-c2ccccc2)cc1 | 2 | -0.0046 | 1.3 | -1.6 | 2.7 | 3.5 | 8.4 | -4.7% | i | -11 | -0.4 | 1059 | -2 | 707 | 7 | -12 | 4.7% | / | /
Cn1c(CCNC(=O)c2ccccc2)nc2cc(NC(=O)c3ccco3)ccc21 | 0.083 | -0.068 | -0.13 | 0.28 | 4.3 | 3.1 | 6.4 | -4.8% | i | -4 | -5.5 | 1155 | 1 | 788 | -1 | 9 | -0.9% | -0.29 | 1246
Cc1ccc2cc(C)c3nnc(SCc4ccc(C(=O)O)cc4)n3c2c1C | -0.0042 | -0.27 | 0.41 | 0.24 | / | / | / | / | / | / | -1.6 | 1324 | -11 | 740 | / | / | / | -1.4 | 1000
COc1cc(NCCCCCCCN)c2ncccc2c1 | 6.3 | 2.6 | 4.4 | -3.1 | 2.6 | 1.4 | 7.2 | -11% | i | -4 | -1.2 | 1003 | 13 | 725 | 31 | 3 | -4.9% | / | /
CCN(CC(=O)Nc1cccc(OC)c1)CC(=O)Nc1ccc(C)cc1Cl | -0.44 | -0.16 | -0.15 | -0.024 | 2.3 | 2.0 | 4.4 | -9.6% | i | -5 | -0.2 | 1057 | -3 | 694 | 2 | -5 | 3.4% | -0.53 | 1224
CC1(C)Cc2c(sc3nc(N/N=C/c4ccccc4)[nH]c(=O)c23)CO1 | -0.68 | -0.11 | 0.33 | 0.086 | 2.3 | 2.5 | 2.0 | -6.7% | i | 8 | -1.5 | 1067 | 5 | 632 | -8 | -15 | -2.1% | 0.66 | 1561
CCOc1ccc(C(CC(=O)O)NC(=O)C(Sc2ccccc2)c2ccccc2)cc1 (stereo not drawn) | -0.019 | -0.17 | 0.043 | 0.53 | 3.9 | 2.4 | 6.5 | -7.7% | i | 13 | -1.6 | 1117 | 9 | 713 | -3 | 1 | -1.8% | / | /
COc1ccc(OC)c(NC(=O)C2C(C(=O)O)C3(Cl)C(Cl)=C(Cl)C2(Cl)C3(Cl)Cl)c1 (stereo not drawn) | -0.21 | -0.18 | -0.15 | 0.22 | 1.1 | 2.2 | 5.2 | -12% | i | 6 | 1.3 | 1050 | -4 | 727 | 25 | 4 | 1.4% | / | /
Cc1c(NC(=O)CN2C(=O)NC3(CCCC3)C2=O)c(=O)n(-c2ccccc2)n1C | 0.29 | -0.36 | 0.15 | 0.29 | 5.0 | 2.8 | 8.1 | -4.8% | i | -1 | 0.9 | 1076 | 2 | 733 | -6 | 0 | -0.3% | / | /
O=C(CNCc1ccccn1)N1CCc2ccccc2C1 | -0.48 | -0.62 | -0.55 | -0.39 | / | / | / | / | / | / | -0.6 | 1377 | 14 | 706 | / | / | / | 0.26 | 1038
CCN(CC)S(=O)(=O)c1ccc(C)c(NC(=O)CN(C)C)c1 | 1.2 | -0.23 | 0.62 | -0.26 | 5.4 | 2.3 | 1.3 | -6.7% | i | 13 | -2.8 | 1098 | 1 | 674 | 5 | 6 | 0.5% | -0.5 | 1484
Brc1ccc(C2=Nn3c(nnc3-c3cccnc3)SC2)s1 | -0.45 | -0.063 | -0.34 | -0.024 | 1.9 | 1.4 | 3.4 | -1.0% | i | 3 | -0.1 | 1373 | / | / | 7 | -18 | 2.4% | 1 | 1551
O=C(C1CCN(S(=O)(=O)N2CCOCC2)CC1)N1CCN(Cc2ccc3c(c2)OCO3)CC1 | -0.8 | -0.33 | -0.12 | 0.32 | 2.9 | 2.0 | 4.6 | -4.3% | i | 17 | -1.9 | 968 | / | / | -2 | 1 | -1.1% | -0.13 | 1288
CCOc1ccc2nc(C)cc(Nc3ccc4c(c3)OCCO4)c2c1 | -0.061 | -7.7e-05 | -0.13 | -0.037 | 2.3 | 1.3 | 5.3 | -4.3% | i | 9 | -3.0 | 1304 | / | / | 19 | -4 | -2.4% | -0.61 | 1530
Cc1ccc(C(=O)Nc2c3c(nn2C(C)(C)C)CS(=O)(=O)C3)cc1C | 0.14 | -0.33 | -0.13 | 0.41 | 5.9 | 3.9 | 6.7 | -2.6% | i | 8 | -0.9 | 1033 | 11 | 694 | 15 | 22 | -1.0% | -0.06 | 1946
C/C(=C\C(=O)c1ccc(F)cc1)Nc1ccc(N2CCOCC2)cc1 | -0.93 | -0.06 | -0.52 | 0.69 | 1.1 | 1.3 | 6.7 | -16% | i | 2 | 0.4 | 1134 | -3 | 701 | -7 | -9 | 1.9% | / | /
CC1CCN(C(=O)CCc2ccc(S(=O)(=O)NC(C)(C)C)cc2)CC1 | -0.84 | -0.25 | -0.21 | 0.99 | 2.5 | 2.8 | 5.8 | -2.2% | i | 2 | -15 | 1258 | 8 | 712 | 9 | 1 | -2.7% | / | /
CNc1nc2c(C)cccn2c(=O)c1C=Nc1ccc(OC)cc1 | -0.4 | -0.36 | 0.37 | 0.51 | 3.5 | 2.1 | 3.2 | -9.7% | i | 20 | 0.0 | 943 | -15 | 777 | 22 | 22 | 0.2% | 1.4 | 1591
CC(/C=N/n1c(COc2ccccc2)n[nH]c1=S)=C\c1ccccc1 | 0.26 | -0.16 | 0.11 | -0.88 | 1.6 | 1.5 | 7.2 | -4.4% | i | 8 | 0.1 | 1371 | / | / | 75* | 65* | -3.1% | 0.26 | 1492

In the list so far, these have bromine:
smiles | Dynein transport | Dynein transport cytoplasmic EGFP | Dynein transport nuclear GR-EGFP | Dynein transport cell count | MT stabilize HCS | MT stabilize HCS Hoechst-high % | MT stabilize HCS cytotoxicity % | XIAP displacement | Autophagy HCS | Autophagy HCS cell loss 18 h | b-catenin transl | b-catenin transl cell count 5 µM | Hep lipid drop | Hep lipid drop cells 6.5 µM | WT yeast gro inh | WT yeast gro inh mutant strain | CSM14.1 death rescue | Insulin prom up | Insulin prom up cell count
CCCOc1c(Br)cc(C(=O)NCC)cc1OC | 1.3 | -0.16 | 1.2 | -0.41 | 3.2 | 1.9 | 4.1 | -5.4% | i | -4 | / | / | 11 | 711 | 3 | -23 | -1.9% | -0.23 | 1089
Brc1ccc(C2=Nn3c(nnc3-c3cccnc3)SC2)s1 | -0.45 | -0.063 | -0.34 | -0.024 | 1.9 | 1.4 | 3.4 | -1.0% | i | 3 | -0.1 | 1373 | / | / | 7 | -18 | 2.4% | 1 | 1551
